# High-throughput results as filed in PubChem BioAssay.
# PLK1 PBD inh: Plk1 polo box domain binding inhibitors, primary screen, biochemical, fluorescence polarization; Serine/threonine-protein kinase PLK1 (Homo sapiens), P53350; Plk1 PBD phosphopeptide binding; inhibition, %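 (tested at about 20 µM)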; 97,000 compounds, 0.13% hits; AID 693, 2007; in the data active = inhibition above about 34%, passing the limit was not always enough
# PLK1 inh: human PLK1 kinase inhibitors, primary screen, biochemical, TR-FRET; inhibition, % at 10 µM; recombinant PLK1 kinase, TR-FRET peptide phosphorylation; AID 619, 2007; 97,000 compounds, 0.53% hits;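 active = inhibition of 50% or more in the single-concentration screen; inactive = inhibition below 50%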;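 note: 0% = DMSO max control and 100% = H-89 dihydrochloride min control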
# PLAP activator: PLAP enzyme activators, biochemical, luminescence, HTS. purified PLAP enzyme, luminescent substrate read-out; stronger effect = higher value. 96,000 compounds, 1.2% hits. Alkaline phosphatase, placental type (Homo sapiens), P05187. activation fold at 20 µM; in the data active = activation fold above about 2
# Rev-RRE block: HIV-1 Rev-RRE binding inhibitors, primary screen, biochemical, FRET, protein-RNA interaction. P05866. Rev peptide-RRE RNA binding. inhibition, % at 8 µM. 97,000 compounds, 0.79% hits. AID 704, 2007;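 active = inhibition above the screen-wide mean plus 3 SD, cut at about 35% in these data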;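 note: 0% = median DMSO wells and 100% = median Neomycin B control wells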
#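 assay system = Cy5-tagged RRE RNA duplex with fluorescein-tagged Rev peptide | incubation = 5 + 15 min at 25 °C | also added = labelled Rev peptide | measure = % inhibition of FRET ratio versus controls | benchmarks = DMSO wells as 0% and neomycin B wells as 100% inhibition | measured by = FRET fluorescence readout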
# FAK inh: FAK kinase inhibitors, primary screen, biochemical; 97,000 compounds, 0.84% hits; biochemical FAK kinase activity assay; Focal adhesion kinase 1 (Homo sapiens), Q05397; inhibition, %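 (tested at 7 µM)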; in the data active = inhibition above about 19%;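 note: 0% = DMSO and 100% = reference compound high control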
# Target sequence (Q05397 whole entry, looked up): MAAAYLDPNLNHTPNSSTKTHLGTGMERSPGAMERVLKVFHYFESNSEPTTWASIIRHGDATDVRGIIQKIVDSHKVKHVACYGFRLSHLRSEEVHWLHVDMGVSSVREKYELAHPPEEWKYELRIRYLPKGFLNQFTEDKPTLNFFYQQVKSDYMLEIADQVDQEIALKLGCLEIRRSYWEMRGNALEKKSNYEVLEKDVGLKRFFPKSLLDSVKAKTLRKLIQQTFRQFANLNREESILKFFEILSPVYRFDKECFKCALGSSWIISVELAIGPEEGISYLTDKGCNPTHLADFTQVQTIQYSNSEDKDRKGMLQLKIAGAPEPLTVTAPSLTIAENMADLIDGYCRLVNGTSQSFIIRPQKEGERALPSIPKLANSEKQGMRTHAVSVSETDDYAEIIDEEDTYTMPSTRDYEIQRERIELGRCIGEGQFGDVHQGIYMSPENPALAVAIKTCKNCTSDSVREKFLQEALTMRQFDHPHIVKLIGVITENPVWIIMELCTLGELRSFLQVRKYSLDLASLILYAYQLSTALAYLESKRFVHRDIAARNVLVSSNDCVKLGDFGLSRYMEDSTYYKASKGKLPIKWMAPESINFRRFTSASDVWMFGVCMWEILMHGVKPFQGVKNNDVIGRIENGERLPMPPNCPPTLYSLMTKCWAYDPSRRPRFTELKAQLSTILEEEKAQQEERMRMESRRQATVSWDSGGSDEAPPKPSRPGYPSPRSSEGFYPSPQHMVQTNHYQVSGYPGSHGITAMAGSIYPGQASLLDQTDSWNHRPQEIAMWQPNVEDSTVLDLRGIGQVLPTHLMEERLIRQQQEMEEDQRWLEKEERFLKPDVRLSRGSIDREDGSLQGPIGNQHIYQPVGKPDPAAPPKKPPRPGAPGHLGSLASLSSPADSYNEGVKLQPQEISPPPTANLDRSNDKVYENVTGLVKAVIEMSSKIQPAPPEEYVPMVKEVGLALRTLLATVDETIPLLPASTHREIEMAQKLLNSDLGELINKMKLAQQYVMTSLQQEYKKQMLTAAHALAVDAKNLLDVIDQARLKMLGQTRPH
# S1P2 agonist: S1P2 receptor agonists, primary screen, cell-based. Sphingosine 1-phosphate receptor 2 (Homo sapiens), O95136. S1P2-expressing cell line, agonist reporter read-out. activation, % at 4.5 µM. 97,000 compounds, 0.46% hits. AID 729, 2007; in the data active = activation above about 16%;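 note: 0% = vehicle low control and 100% = maximal reference agonist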
# S1P2 blocker: human S1P2 receptor antagonists, primary screen, cell-based; cell-based S1P2 antagonist assay, inhibition at 5 uM; 97,000 compounds, 0.21% hits; inhibition, % at 5 µM; in the data active = inhibition above about 45%;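 note: CRE beta-lactamase reporter cells expressing human S1P2 stimulated with S1P; 0% = agonist at EC80 alone and 100% = agonist plus reference antagonist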
# EphB4 antag: EphB4-ephrin-B2 interaction antagonists, primary screen, biochemical, TNYL-RAW peptide probe, fluorescence polarization; Ephrin type-B receptor 4 (Homo sapiens), P54760; EphB4 LBD / TNYL-RAW-Alexa532 peptide; inhibition, % at 7 µM; 97,000 compounds, 0.15% hits; AID 720, 2007;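 active = inhibition above the screen-wide mean inhibition plus 3 SD, cut at about 15% in these data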;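 note: 0% = DMSO wells and 100% = excess unlabeled TNYL-RAW peptide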
# MT1-MMP txn act: MT1-MMP promoter reporter activation – cell-based, luciferase luminescence, primary screen | HT1080 MT1-MMP promoter luciferase reporter, overnight; stronger effect = higher value | activation factor at 10 µM | 86,000 compounds, 0.16% hits;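 active = activation factor of at least 2 for MT1-MMP transcription at 10 µM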
# * = called active by the depositor; · = no result given.
PLAP activator,PLK1 PBD inh,Rev-RRE block,EphB4 antag,S1P2 agonist,PLK1 inh,S1P2 blocker,molecule,MT1-MMP txn act,FAK inh
1.2,-5,-3,-17,-3,-7,-4,COc1ccc(CNC(=O)CN(CC2CCCO2)C(=O)CNS(=O)(=O)c2ccc(C)cc2)cc1 (stereo unspecified),1.1,-1
1.1,28,0,-2,-2,-15,-7,Cc1c(C(=O)NC(C)c2ccncc2)oc2ccccc12 (stereo unspecified),1,4
1.2,-3,3,8,-4,-12,-14,Cc1ccc(S(=O)(=O)Nc2cccc3cccnc23)cc1,1.2,-2
·,22,9,-5,-2,-5,-5,COc1ccc(C(=O)COC(=O)C(CC(C)C)N2C(=O)c3ccccc3C2=O)cc1 (stereo unspecified),1,-1
1,-23,0,4,-5,-5,4,CCOC(=O)N1CCC2(CC1)C(C#N)=C(N)OC1=C2C(=O)CC(C)C1 (stereo unspecified),1.1,-6
0.9,1,11,-1,-2,-13,-33,CCc1ccc(NC(=O)CSc2nnc(CC)c(CC)n2)cc1,1.2,3
1.1,-18,10,5,-2,-8,15,CN(C)S(=O)(=O)c1ccc(N2CCCC2)c(C(=O)NCc2ccc(Cl)cc2)c1,·,-3
0.8,-22,4,-1,-2,-10,-3,COC(=O)c1ccc(C2C(Oc3ccc(OC)cc3)C(=O)N2CCc2ccc(F)cc2)cc1 (stereo unspecified),·,1
0.8,-20,9,-5,2,-2,-21,Cc1nnc(NCCO)c2ccccc12,1.2,-1
·,23,3,0,-11,-10,13,NC(=O)c1ccccc1NC(=O)NC1CCCCC1,1.1,1
0.9,-39,7,9,-8,1,15,CC1OC(Nc2cccc3ccccc23)C(O)C(O)C1O (stereo unspecified),1.2,1
1.4,1,-3,-5,-8,-14,-5,COc1ccc(S(=O)(=O)N(CCCN2CCCC2=O)Cc2cc3c(C)ccc(C)c3[nH]c2=O)cc1,1.2,-1
1,-21,7,-4,-6,12,15,Cc1ccc(NC(=O)c2nnn(CC(=O)Nc3ccccc3)c2N)cc1C,1.2,-3
0.9,-18,7,4,-10,-11,12,O=C(CCC(=O)OCc1ccc(C(=O)Oc2ccccc2)cc1)Nc1cccc2ccccc12,·,-3
0.9,10,3,6,0,-12,-16,CCOC(=O)c1cnc(SC2CC(=O)N(c3ccc(C)cc3)C2=O)nc1N (stereo unspecified),0.8,0
1.6,28,-1,-7,-5,16,18,Cc1ccccc1S(=O)(=O)Nc1nc2ccccc2nc1N1CCOCC1,1,-12
1.4,12,10,5,-6,-8,7,CCCCn1c(SCn2nnc3ccccc3c2=O)nc2cc(S(N)(=O)=O)ccc21,·,1
1,5,0,-3,2,-8,-10,COC(=O)[C@H](CC(C)C)NC(=O)NC1CCCCC1C (stereo partly specified),1,0
1,15,6,3,-1,-5,10,COc1cccc(NC(=O)N2CCOCC2)c1,1.3,-1
1,11,9,5,-2,-16,-2,CCn1c2c(c3cc(Cl)ccc31)CCCC2=O,1.1,-1
1,-4,6,3,-1,12,-6,O=C(COC(=O)c1ccncc1)Nc1cc(Cl)ccc1Cl,1.2,0
1.4,17,4,3,-3,-8,-2,c1ccc(-c2noc(COc3ccc4c(c3)OCO4)n2)cc1,1.5,-5
0.9,4,9,0,-5,-4,-18,CCOc1ccc(NC(=O)c2ccccc2OC)cc1,1.6,-1
·,-8,8,6,-1,3,-28,N#CC1=C(N)NC(SCc2ccc(Br)cc2)=C(C#N)C12CCCCC2,1,4
1.7,-1,0,0,-2,-9,-5,N#CC1=C(N)Oc2n[nH]c(CSc3ccccc3)c2C12C(=O)Nc1ccccc12 (stereo unspecified),0.9,0
1.1,10,6,6,-4,-8,5,CC(C)C(=O)N1C2CCC1CC(O)(c1ccc(F)cc1)C2 (stereo unspecified),1.1,1
·,-16,14,7,-9,-10,-7,Cc1cc(C)c(C#N)c(SCc2ccccc2)n1,1.1,1
1,-17,5,-1,-5,-1,1,CCCCOP(=O)(c1ccc(N(C)C)cc1)C(O)c1cccnc1 (stereo unspecified),1,-1
1.2,-3,-1,-2,-3,-28,-8,COc1ccc(OC)c(C(O)c2coc3ccc(O)c(CN(C)C)c23)c1 (stereo unspecified),1.1,-2
1,-10,0,-4,-6,-4,17,Cc1ccc(S(=O)(=O)NCC(=O)N(CC(=O)NCc2ccco2)Cc2cccs2)cc1,1.2,0
1,-14,7,1,-4,-6,14,O=C(CCN1C(=O)C2C3C=CC(C3)C2C1=O)N1CCN(c2ccccc2Cl)CC1 (stereo unspecified),1.1,3
2*,-8,2,-5,-1,-9,-2,CCOC(=O)N1CCN(C(=O)CCCn2c(=S)[nH]c3ccc(Br)cc3c2=O)CC1,1,-1
1.2,14,7,-7,3,-17,-5,CCc1nnc(NC(=O)c2ccc(S(=O)(=O)NC3CCCCC3)cc2)s1,1.1,-2
·,-18,7,6,-5,-11,7,O=C(CSC1=NCCS1)N1CCN(c2ccccc2)CC1,1.3,1
·,-10,2,-8,-5,-3,-4,O=C(O)CN1CCN(Cc2ccc(F)cc2Cl)C1=O,1,1
1.7,-16,-2,-1,-3,-5,-10,CCNCc1nc2cc(OC)c(OC)cc2c(=O)[nH]1,·,-1
0.7,-11,7,4,-2,-7,13,O=S(=O)(c1ccccc1)N1CCSC1c1ccco1 (stereo unspecified),1.1,-3
1.1,-51,6,3,-4,-3,10,Cc1cc2nc(-c3ccc(SCC(=O)Nc4ccc5c(c4)OCCO5)nc3)[nH]c2cc1C,·,-12
1.1,-3,4,4,5,-4,-57,COc1ccc(C(=O)CSc2nc3nc(C)cc(C)n3n2)cc1OC,1,-4
1.8,-2,-1,-4,-7,-37,0,CCOc1cc2[nH]c(=S)n(CCc3ccc(OC)c(OC)c3)c(=O)c2cc1OCC,·,2
1.2,16,3,4,-5,-8,13,O=C1CC(N2CCN(CCc3ccccn3)CC2)C(=O)N1c1ccc(Cl)cc1 (stereo unspecified),1.2,2
0.6,5,5,0,-5,-6,-22,O=c1cc(CN2CCN(c3cccc(Cl)c3)CC2)c2cc(O)c(-c3ccccc3)cc2o1,·,-11
1.5,-12,5,10,-1,-10,10,Cc1cc(Cl)ccc1OCCCC(=O)N1CCOCC1,1.6,1
0.9,-24,13,0,-10,-2,-14,COc1ccc(C2C(C#N)=C(N)N(c3ccccc3)C3=C2C(=O)CCC3)cc1Cn1cc([N+](=O)[O-])cn1 (stereo unspecified),·,2
1,2,3,-15,-3,3,-21,COc1cc(O)oc1C=Nc1ccc(Cl)cc1,·,-1
0.9,8,0,-5,-4,27,-9,Brc1cccc(-c2nnc3sc(CNC4CCCC4)cn23)c1,1.1,1
1.8,-18,10,4,-8,-10,5,COC(=O)C1=C(N)Oc2cc(C)n(CC3CCCO3)c(=O)c2C1c1ccc(Cl)c(Cl)c1 (stereo unspecified),1.1,1
1,-6,7,1,-7,-3,12,NS(=O)(=O)c1ccc(NS(=O)(=O)/C=C/c2ccccc2)cc1,0.9,0
1.5,-7,5,6,-4,-9,2,CCC(c1nnc(SCC(=O)N2CC(=O)Nc3ccccc32)n1Cc1ccccc1)N(C)C (stereo unspecified),1,-1
·,-7,8,5,0,-11,-14,CCCCOC(=O)Nc1ccc(C(C)C)cc1,2.2*,0
1.7,17,7,-1,-4,-1,1,O=C1CC(N(C(=O)c2ccco2)c2cccc(Cl)c2)C(=O)N1c1cccc(Cl)c1 (stereo unspecified),1.2,0
1,-15,4,9,-2,-5,7,Cc1cc(C)c(S(=O)(=O)N2CCC(C(=O)NCc3ccco3)CC2)c(C)c1,1,-1
1.1,5,0,-11,-6,0,3,CCSc1nnc(NC(=O)Cc2ccc(OC)c(S(=O)(=O)N3CCOCC3)c2)s1,1.1,-7
1,-7,3,-3,-6,-12,-14,O=C(CSC1CC(=O)N(CC(c2ccccc2)c2ccccc2)C1=O)Nc1ccc(Cl)cc1 (stereo unspecified),·,1
1.3,-4,0,-3,-5,-2,-22,CCOc1ccc(OCC)c(NS(=O)(=O)c2ccc3c(c2)CCN3C(=O)C2CCC2)c1,1.1,-1
0.8,-29,12,1,-4,-11,-25,CCOC(=O)Nc1cccc(OCC(=O)Nc2ccccc2OCC)c1,·,3
1.1,2,5,-7,-2,1,26,O=C(c1cccs1)N1CCN(Cc2ccncc2)CC1,1.1,-1
0.8,18,13,9,-8,1,-5,COc1ccc(O)c(/C=N/c2sc(C)c(C)c2C#N)c1,1.3,-1
1.8,-36,5,-2,-6,-37,26,Cc1sc(NC(=O)CN2CCOCC2)nc1-c1ccc2c(c1)CCN2S(=O)(=O)c1ccccc1,1.2,2
1.8,-12,4,-4,-7,-5,17,O=C(CN(C(=O)CNS(=O)(=O)c1ccccc1)c1ccc2c(c1)OCCO2)NC1CCCCC1,1,-4

# 4 of the compounds above, tab-delimited.
Compound	PLAP activator	PLK1 PBD inh	Rev-RRE block	EphB4 antag	S1P2 agonist	PLK1 inh	S1P2 blocker	MT1-MMP txn act	FAK inh
COc1cccc(NC(=O)N2CCOCC2)c1	1	15	6	3	-1	-5	10	1.3	-1
COc1ccc(C(=O)COC(=O)C(CC(C)C)N2C(=O)c3ccccc3C2=O)cc1 (stereo unspecified)	·	22	9	-5	-2	-5	-5	1	-1
Cc1c(C(=O)NC(C)c2ccncc2)oc2ccccc12 (stereo unspecified)	1.1	28	0	-2	-2	-15	-7	1	4
CCOC(=O)N1CCC2(CC1)C(C#N)=C(N)OC1=C2C(=O)CC(C)C1 (stereo unspecified)	1	-23	0	4	-5	-5	4	1.1	-6

# Next structures follow.
PLAP activator,PLK1 PBD inh,Rev-RRE block,EphB4 antag,S1P2 agonist,PLK1 inh,S1P2 blocker,molecule,MT1-MMP txn act,FAK inh
·,-21,9,-1,-6,-10,18,O=C(C1CCC1)N1CCc2cc(S(=O)(=O)Nc3ccc4c(c3)OCO4)ccc21,1.2,5
·,-22,4,-4,-6,-4,8,O=C(COC(=O)C1CC(=O)N(Cc2ccco2)C1)c1ccc(OC(=O)c2ccco2)cc1 (stereo unspecified),1.1,12
1.6,-36,1,-1,-2,-14,5,CCOC(=O)C(=O)/C(=C\N(C)C)c1onc(-c2ccccc2Cl)c1C(=O)OC,·,-2
2*,5,8,1,-2,-7,-14,Cc1n[nH]c(C)c1S(=O)(=O)N(CC(=O)Nc1ccc2c(c1)OCCO2)c1ccc(C(C)C)cc1,1.2,-3
0.9,2,9,-1,2,-11,14,Cc1cc(C)nc(N/C(=N\S(=O)(=O)Cc2ccccc2)Nc2cccc(Cl)c2C)n1,·,-1
1.6,11,1,-2,3,4,-10,COc1ccc(-c2nn(C)c(=O)c3ccccc23)cc1NS(C)(=O)=O,1.2,-1
0.9,-16,-1,-2,-6,-6,-4,CC(=O)Nc1ccc(OCC(O)Cn2cnc3ccccc32)cc1 (stereo unspecified),1.1,-1
0.9,-2,5,-1,-1,-39,-29,Cc1cc(NC(=O)CN2C(=O)NC(C)(c3ccccc3)C2=O)no1 (stereo unspecified),1.1,3
0.8,16,4,-3,-5,-8,-11,Cn1cc(SCC(=O)Nc2nccs2)c2ccccc21,·,-4
1.4,-8,5,-4,-7,-11,21,CCOc1ccc(C(C(=O)Nc2ccc(F)cc2)N(C(=O)Cn2nnc3ccccc32)C2CC2)cc1 (stereo unspecified),·,-2
1.3,14,5,-6,-5,-6,8,CC1CCN(C(=O)CSc2nnc(Cc3cc(=O)[nH]c(=O)[nH]3)n2-c2ccc(Cl)cc2)CC1,1,-2
1.6,-24,-3,-8,-8,-9,-6,Cc1cc(N2CCOCC2)nc2ccc(NC(=O)CCC(=O)N3CCCC(C)C3)cc12 (stereo unspecified),1.3,-3
